# High-throughput results from PubChem BioAssay.
# GAA glycogen mod: qHTS Assay for Inhibitors and Activators of Human alpha-Glucosidase Cleavage of Glycogen; Lysosomal alpha-glucosidase (Homo sapiens), P10253; recombinant GAA, glycogen substrate, Amplex Red glucose oxidase fluorescence; Potency, µM (titrated, usually from 76.4 µM), for inactives: at the top dose activity change, negative = inhibition, usual class: inhibitors; 300,000 compounds, 0.38% hits; AID 2100, 2009;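 further: 0% = full enzyme reaction and -100% = no-enzyme basal signal; the screen sought inhibitors and activators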
#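 qHTS, 1536-well; enzyme 4 nM final; cpd up to 77 uM; substrate bovine liver glycogen 30 ug; 50 mM citrate/phosphate pH 5.0, 0.01% Tween-20; 37 C, 40 min; Amplex Red detection 45 min RT; Hill fit → AC50.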
# HTT ATP protect: qHTS Multiplex Assay to Identify Dual Action Probes in a Cell Model of Huntington: Cytoprotection (ATP); PC12 HTT-Q103 induced, cytoprotection, ATP luminescence, 40 h; Potency, µM (series often up to 56.4 µM), for the others: cytoprotection (ATP increase), hits mostly activators; 230,000 compounds, 0.14% hits;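 further: % of control where 0% means no effect; nearly all actives have a fitted effect of over 45% in size; toxic huntingtin expression switched on by the ecdysone agonist tebufenozide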
#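 Compounds added alongside 100 nM tebufenozide, which induces toxic Q103 huntingtin exon 1-GFP in stable PC12 cells; surviving cells quantified by luminescent ATP measurement. Medium: phenol red-free DMEM, 5% equine and 5% calf serum.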
# GAA spleen mod: qHTS Assay for Inhibitors and Activators of Human alpha-Glucosidase From Spleen Homogenate; human spleen homogenate, 4-MU-alpha-glucoside fluorescence; Potency, µM (top dose mostly 79.9 µM), for inactives: at the top dose activity change, negative = inhibition, usual class: inhibitors; 240,000 compounds, 0.006% hits; AID 2112, 2009;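 further: 0% = enzyme with vehicle and -100% = no enzyme basal signal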
#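 AC50 values come from Hill-equation fits of concentration-response data, normalized to no-enzyme and full-activity controls. Enzyme source: 1 ug human spleen homogenate; 1 mM fluorogenic 4-MU glucoside, pH 5.0 citrate buffer, 37 C, 40 min.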
# HTT aggregate: qHTS Multiplex Assay to Identify Dual Action Probes in a Cell Model of Huntington: Aggregate Formation (GFP); Potency, µM (highest dose often 46.1 µM), inactives show at the top dose activity change, negative = inhibition, hits mostly inhibitors; 220,000 compounds, 1.1% hits; PC12 HttQ103-GFP aggregates, Acumen cytometry, 40 h; AID 1688, 2009; further: on the % scale 0 is the no-effect control and ±100 the full control effect; nearly all actives have a fitted effect of over 60% in size
#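 Aggregates are detected as GFP objects 1–25 µm with signal 6 STDEV over background in lysates of induced PC12 cells. These carry Huntingtin exon 1 with 103 glutamines fused to GFP under an ecdysone promoter; compounds titrated.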
# IMPase Li inh: qHTS Assay for Identifying the Cell-Membrane Permeable IMPase Inhibitors: Potentiation with Lithium | CHO-M1 cells, IP1 TR-FRET (IP-One), carbachol + lithium | Potency, µM (top dose mostly 59.4 µM), for the others: at the highest dose activity, negative = IMPase inhibition, hits mostly inhibitors | 210,000 compounds, 0.35% hits | AID 1457, 2008;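 further: IP1 builds up when IMPase is blocked and the TR-FRET signal falls; plate controls were basal vehicle for no effect and high inhibitor control for full effect; nearly all actives have a fitted effect of over 50% in size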
#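 Test compounds were applied to CHO-M1 cells previously cultured for 16–30 h at 2000 per well. A small lithium amount accompanied them; after 30 min at 37C, IP1 was quantified by TR-FRET.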
# RGS12 GoLoco inh: qHTS Assay for Inhibitors of RGS12 GoLoco Motif Activity (Red Fluorophore); Guanine nucleotide-binding protein G(i) subunit alpha-1 (Homo sapiens), P63096; Gai1:RGS12 GoLoco peptide FP, rhodamine, 10 min; Potency, µM (highest dose often 61.6 µM), without a hit: top-dose activity, negative = inhibition, hits mostly inhibitors; 230,000 compounds, 0.44% hits; AID 880, 2007; active means well fitted inhibition curve with a large enough effect, not every such curve was filed as active; inactive means no such curve, though single readings can be large or run the other way; further: on the % scale 0 is the no-effect control and ±100 the full control effect; nearly all actives have a fitted effect of over 30% in size; many of its hits are not listed in these tables
# Target sequence (P63096 whole entry, looked up): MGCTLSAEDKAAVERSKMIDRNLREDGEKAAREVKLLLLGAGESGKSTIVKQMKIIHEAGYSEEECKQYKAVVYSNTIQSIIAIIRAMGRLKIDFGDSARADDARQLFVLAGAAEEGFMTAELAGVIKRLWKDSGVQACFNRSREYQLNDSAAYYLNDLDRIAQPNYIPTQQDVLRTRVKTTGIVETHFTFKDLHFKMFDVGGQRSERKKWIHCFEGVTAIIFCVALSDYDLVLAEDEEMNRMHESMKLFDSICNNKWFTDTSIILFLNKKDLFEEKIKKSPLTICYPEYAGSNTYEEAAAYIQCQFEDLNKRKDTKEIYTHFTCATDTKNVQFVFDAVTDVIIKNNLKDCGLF
# GAA inh: qHTS Assay for Inhibitors of Human alpha-Glucosidase as a Potential Chaperone Treatment of Pompe Disease; purified human GAA, 4-MU-alpha-glucoside fluorescence; Potency, µM (highest dose often 76.9 µM), without a hit: top-dose activity change, negative = inhibition, actives largely listed as inhibitors; 200,000 compounds, 0.005% hits; Lysosomal alpha-glucosidase (Homo sapiens), P10253;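 further: plate controls were uninhibited enzyme wells for no effect and no-enzyme background for full effect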
#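 Enzyme (4 nM final) mixed with compound (up to 77 uM), then 4-MU-alpha-D-pyranoside (400 uM final) added; 20 min at room temperature, pH 5.0. Reaction stopped at pH 10, fluorescence read, AC50 derived by Hill fit.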
# Starred values were filed as active, the others as inactive; ? = inconclusive; . = no result given; & = joins results of further samples; [ ] = another dose, or the depositor's remark. Unless noted, the call rests on the fitted dose curve; in most records, active means well fitted curve in the direction sought with a large enough effect; inconclusive means small, poorly fitted or top-dose-only effect, or another doubt; inactive means no such curve, though single readings can be large; an effect the other way counts as inactive or inconclusive. Potency means the concentration at half of the fitted maximal effect. These rows are one share of the data. The share of hits here may be higher or lower than overall.
canonical_smiles | GAA inh | HTT aggregate | IMPase Li inh | RGS12 GoLoco inh | HTT ATP protect | GAA glycogen mod | GAA spleen mod
CCS(=O)(=O)n1nc(-c2ccc(Cl)cc2)nc1SCc1ccccc1 | -2% | -28% | 15% | 10% | 2%[1.9 µM] | -12% | -14%
COc1ccccc1N(CC(=O)N/N=C/c1ccc(OCC(=O)NCc2ccco2)cc1)S(=O)(=O)c1ccc(C)cc1 | -9% | 19%[9.22 µM] | 34%[activator][38.3 µM] | 3% | 9% | 7% | -4%
CCn1ccnc1[C@@H]1C[C@H]2CN(Cc3ccccc3OC)C(=O)[C@]23CCCN13 | -1% | -16%[9.22 µM] | 1% | 9% | -13%[10 µM] | 17% | 6%
S=c1nc(-c2ccccc2)[nH]c2ccccc12 | ? | 25% | ? | 21% | 8%[10 µM] | -2% | -3%
CC(=O)c1cn(C)c(=O)c2ccccc12 | . | 6%[9.22 µM] | . | -16% | 2%[10 µM] | 7% | -2%
NC(=S)Nc1ccc(F)cc1F | . | -5%[9.22 µM] | . | -5% | 13%[10 µM] | 1% | -4%
CC(=O)N(c1ccc(Cl)cc1)c1c[nH]c2ccccc12 | -5% | 20% | -7%[38.3 µM] | 9% | -1% | 4% | 4%
Cc1ccc(-c2noc(-c3c(C)noc3C)n2)cc1 | 0%[15.4 µM] | -26%[9.22 µM] | . | 3% | -18%[10 µM] | 6% | 8%
CN(C(=O)c1cccc(C#N)c1)c1nnc(-c2ccccn2)s1 | 3% | ? | 3%[38.3 µM] | 10% | -5%[10 µM] | 13% | 1%
CC(=O)c1ccc(NC(=O)C(C)OC(=O)C(C)Oc2cccc(C)c2)cc1 (configuration not stated) | -1% | 1% | . | . | 10%[10 µM] | 4% | -16%
O=C(CN1C(=O)C2C3CCC(C3)C2C1=O)Oc1ccc2ccccc2c1 (configuration not stated) | 0% | -11% | 14% | 2% | 23%[10 µM] | 6% | -4%
O=C1N=C(N2CCCCC2)S/C1=C\c1ccncc1 | . | 11%[9.22 µM] | . | 2% | 5%[10 µM] | 4% | 4%
COC(=O)[C@@H]1C[C@@]2(O)[C@H](O)[C@H](O)[C@H](O)C[C@H]2N1CC1CCCCC1 | . | . | -1% | -6% | -44%[inhibitor] | . | 3%
Cc1[nH]c2ccc3ncccc3c2c1C | 10% | 14% | 2% | -20% | 1%[0.074 µM] | -5% | 2%
COCC(=O)N1CCC2(CC1)CN(c1ccncc1)C2 | . | . | 17% | 2% | 4% | . | -12%
CCn1c(C)[n+](CCOC(C)=O)c2cc(Cl)c(Cl)cc21 | 9% | 10%[9.22 µM] | 6% | 9% | -2%[10 µM] | 4% | -5%
Cc1ccc(-c2cc(C(=O)N/N=C/c3c(C)nn(-c4ccccc4)c3C)[nH]n2)cc1 | 1% | 4% | 29%[38.3 µM] | 7% | -65%[inhibitor][10 µM] | 5% | -12%
Cc1cccc(-n2c(C)cc(C(=S)N3CCOCC3)c2C)c1C | 1% | 1%[9.22 µM] | 7% | 4% | -17%[10 µM] | -2% | -4%
Cc1cccc(OCC(O)Cn2c(=N)n(CCN3CCCCC3)c3ccccc32)c1 (configuration not stated) | -13% | -14% | -7%[38.3 µM] | -4% | -127%[inhibitor][0.074 µM] | 2% | -17%
Cc1oc2ccc(OC(=O)COc3c(F)c(F)c(F)c(F)c3F)cc2c1C(=O)OC(C)C | -8% | -24% | -10% | 5% | . | -4% | -2%
O=C(N/C(=C\c1ccc(F)cc1)C(=O)N1CCCCCC1)c1ccccc1 | 0% | 18% | 7% | -2% | -18% | -9% | -8%
COc1ccc(COCCN2CCN(S(=O)(=O)c3ccc(C)cc3)CCC2=O)cc1 | -2% | -10% | 11%&1% | 1%&2% | -50%[inhibitor] | -1% | -14%&-16%
COc1ccc(NC(=S)N(Cc2cccc(Br)c2)CC2CCC(C(=O)O)CC2)cc1 (configuration not stated) | 0% | -11% | 6% | 0% | -37% | -12% | -15%
Cc1ccc(C(=O)C[n+]2cccc3ccccc32)cc1 | -8% | -20% | 30%[38.3 µM] | 43%[activator] | -2%[10 µM] | 0% | -7%
CCC(C)[C@H](NC(=O)N1CCCCC1)C(=O)OC (some centres not stated) | . | -37%[9.22 µM] | . | -3% | 35%[10 µM] | 7% | 8%
CCc1ccc2[nH]c3nc(C)cc(C)c3c(=O)c2c1 | ? | -2% | 4% | -13% | -38%[10 µM] | 11% | -10%
Cc1nc(C)n(CC(O)COc2ccc3cc(Br)ccc3c2)n1 (configuration not stated) | -32% | 13µM* | -27%[38.3 µM] | 2% | -18% | 11% | -5%
CCOC(=O)CN1CC23C=CC(O2)C(C(=O)NC2CCCC2)C3C1=O (configuration not stated) | -2% | -8% | 12%[38.3 µM] | -1% | -2%[10 µM] | -4% | 5%
COC(=O)C(NC(=O)c1ccccc1)=C1CCCCC1 | -12% | -3% | -10%[38.3 µM] | 6% | 5% | 1% | 1%
C1CCN(c2nc3nonc3nc2N2CCCCC2)CC1 | -6% | -11% | 6%[38.3 µM] | -6% | -27% | -20% | -3%
CCOc1ccc(OCCOCCN2CCOCC2)cc1 | -7% | -6% | 2%[38.3 µM] | -4% | 0% | 6% | -8%
COc1ccccc1C1C(C(N)=O)=C(C)Nc2nc(-c3ccc(Cl)cc3)nn21 (configuration not stated) | -4% | 20% | -8%[38.3 µM] | 5% | -7% | 27% | -10%
Cc1cc2n(n1)C(c1sccc1C)Nc1ccccc1-2 (configuration not stated) | 7% | -18% | -9%[38.3 µM] | 5% | 10% | -17% | -15%
Cn1c(=O)c2c(nc(SCCN3CCCCC3)n2Cc2ccc(Cl)cc2)n(C)c1=O | -10% | 7% | 18%[38.3 µM] | -2% | -7% | 3% | 2%
CC(NC(=O)CSc1nc2ccccc2c(=O)n1CCCO)c1ccccc1 (configuration not stated) | -21% | -17% | 4% | -8% | -5%[10 µM] | -8% | -5%
CC(C)N(C(=O)/C=C/c1cccc([N+](=O)[O-])c1)C(C)C | -2% | -5%[9.22 µM] | -9% | 0% | 5%[10 µM] | 1% | -1%
CCC1(C)Nc2ccccc2C(=O)N1O (configuration not stated) | 8% | -19% | 2%[38.3 µM] | 3% | 0% | -5% | -15%
COc1ccccc1/C=N/n1c(N)c(C(=O)NC2CCCCC2)c2nc3ccccc3nc21 | 0% | 1% | 14%[38.3 µM] | 2% | 20% | 3% | -3%
CCOC(=O)c1ccc(NC(=O)Nc2cc(C)on2)cc1 | 12% | -17% | 15%[38.3 µM] | -5% | 6%[0.074 µM] | 16% | 1%
COC(=O)[C@@H](NC(=O)NCc1ccc(F)cc1)C(C)C | ? | 1%[9.22 µM] | -10%[38.3 µM] | -1% | -7% | 2% | -6%
CCOC(=O)c1c(NC(=O)c2ccco2)sc2c1CCCCC2 | 6%[15.4 µM] | -24% | 22%[38.3 µM] | 0% | -31%[inhibitor] | 5% | -7%
Clc1ccccc1-c1ccc2ncnc(NCCN3CCOCC3)c2c1 | . | . | ? | 9% | -11% | . | 3%
CC1C(=O)CCC1(C(=O)O)c1ccccc1 (configuration not stated) | -3% | 27% | -5%[38.3 µM] | -6% | -35% | 7% | -9%
Cc1nc(-c2cccc(S(=O)(=O)N3CCOCC3)c2)cs1 | ? | -5% | -1% | 1% | -16%[0.074 µM] | -5% | -1%
O=C(O)c1ccccc1C(=O)N1CCN(c2ccccc2)CC1 | -12% | -2% | -27%[38.3 µM] | -28% | 13%[10 µM] | 0% | -23%
CCCc1nc(-c2cc3cc(C)ccc3[nH]c2=O)no1 | . | 3%[9.22 µM] | . | 5% | 19%[10 µM] | 11% | -11%
O=C(CCNC(=O)c1ccccc1)Nc1cccnc1 | 0% | 14% | -9% | -1% | -30%[inhibitor] | 6% | 2%
O=C(N/N=C/c1ccccc1F)c1ccc(COc2ccccc2Cl)o1 | -4% | -3% | 5% | 5% | . | 11% | -8%
Cc1ccc(OCC(=O)NNC(=O)c2ccoc2C)c(Br)c1 | 4% | 12% | -7% | 10% | -11%[10 µM] | 5% | 3%
COc1ccc(CCNC(=O)CCc2ccc(S(=O)(=O)NCC(C)C)cc2)cc1OC | 0% | -5% | -4% | -13% | -11% | -2% | -6%
Cc1ccc(CSCC(=O)Nc2ccccc2F)cc1 | -2% | 8% | 8% | 1% | . | -15% | -3%

# Reformatted with values under each structure: part of the list above
# Each structure is followed by: GAA inh	HTT aggregate	IMPase Li inh	RGS12 GoLoco inh	HTT ATP protect	GAA glycogen mod	GAA spleen mod
Clc1ccccc1-c1ccc2ncnc(NCCN3CCOCC3)c2c1
  .	.	?	9%	-11%	.	3%
CC1C(=O)CCC1(C(=O)O)c1ccccc1 (configuration not stated)
  -3%	27%	-5%[38.3 µM]	-6%	-35%	7%	-9%
Cc1nc(-c2cccc(S(=O)(=O)N3CCOCC3)c2)cs1
  ?	-5%	-1%	1%	-16%[0.074 µM]	-5%	-1%
O=C(O)c1ccccc1C(=O)N1CCN(c2ccccc2)CC1
  -12%	-2%	-27%[38.3 µM]	-28%	13%[10 µM]	0%	-23%
CCCc1nc(-c2cc3cc(C)ccc3[nH]c2=O)no1
  .	3%[9.22 µM]	.	5%	19%[10 µM]	11%	-11%
O=C(CCNC(=O)c1ccccc1)Nc1cccnc1
  0%	14%	-9%	-1%	-30%[inhibitor]	6%	2%
O=C(N/N=C/c1ccccc1F)c1ccc(COc2ccccc2Cl)o1
  -4%	-3%	5%	5%	.	11%	-8%
Cc1ccc(OCC(=O)NNC(=O)c2ccoc2C)c(Br)c1
  4%	12%	-7%	10%	-11%[10 µM]	5%	3%
COc1ccc(CCNC(=O)CCc2ccc(S(=O)(=O)NCC(C)C)cc2)cc1OC
  0%	-5%	-4%	-13%	-11%	-2%	-6%
Cc1ccc(CSCC(=O)Nc2ccccc2F)cc1
  -2%	8%	8%	1%	.	-15%	-3%
